Bioassay records: PubChem BioAssay, Columbia University Molecular Screening Center
mHtt clearance – clearance of mutant huntingtin inclusions, primary screen, imaging, HeLa Exon1htt(103Q)mCFP, confocal imaging; aggregate imaging; zero = plate's median compound well; AID 853, 2007; actives 0.42% (n = 47,000); inhibition, % at 1.5 µM;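 active means inhibition of aggregate fluorescence above about 70%, also judged a hit by eye on the cell image, limit read from the data, passing the limit was not always enough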;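 further: cells exposed to compound for three days before fixation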
mHtt clearance grain fraction – second read-out of mHtt clearance, no call of its own (marks repeat the call); fraction fluorescence in grains; measured here: aggregate grain fluorescence fraction; active compounds read low;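 scaled fraction of total cell fluorescence in grains with unit not stated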
An asterisk follows results filed as active. Not all compounds are listed, so the mix of outcomes need not match the whole.

mHtt clearance grain fraction | mHtt clearance | SMILES
32 | -77 | CCOC(=O)C1(c2ccccc2)NC(c2ccccc2C)C2C(=O)N(c3ccc4c(c3)OCO4)C(=O)C21 (centres undefined)
13 | 55 | Cc1ccc(C)c(S(=O)(=O)N2CCN(CC(=O)Nc3cc(C)on3)CC2)c1
27 | -32 | Cc1ccc(C)c(N2CCN(C(=O)c3cc4sccc4n3C)CC2)c1
19 | 8 | COc1ccc(NC(=O)Nc2ccccc2F)cc1
20 | -22 | Fc1ccc(C2CC(c3ccccc3)n3ncnc3N2)cc1 (centres undefined)
45 | -11 | Clc1ccc(OCc2nnc(SCc3nc4ccccc4[nH]3)n2Cc2ccco2)cc1
30 | -50 | C1CSC2(N1)C1CC3CC(C1)CC2C3 (centres undefined)
52 | -42 | CC(C)(C)c1ccc(-c2cc(N)n[nH]2)cc1
46 | -15 | CCC(C(=O)NCc1ccco1)n1nc(-c2ccc(OC)cc2)ccc1=O (centres undefined)
37 | -7 | COc1ccccc1CNC(=O)CN(c1ccc(C)cc1)S(=O)(=O)c1c(C)nn(C)c1C
17 | 17 | COCCCNC(=O)COc1cc(C)c(Cl)c(C)c1
18 | 56 | Cc1cc2nnc(SCC(=O)OC(C)C)n2c2ccccc12
18 | 5 | O=C(c1ccco1)N1CCN(S(=O)(=O)c2ccc(C3CCCCC3)cc2)CC1
14 | 34 | O=C(NCC1OCCc2ccccc21)c1ccco1 (centres undefined)
25 | 34 | O=C(O)Cn1c(-c2ccccc2)nc2ccccc21
19 | -6 | Cc1ccc2nc(SCc3nnc(-c4cccs4)o3)[nH]c2c1
41 | -7 | Fc1cccc(Oc2nc3ccccc3n3cccc23)c1
45 | -23 | O=C(CCc1ccccc1)Nc1ncc2c(n1)CCCC2=O
30 | 23 | CCOC(=O)c1cnc2ccc(OCC)cc2c1N1CCN(C)CC1
39 | -17 | COc1nc(Oc2ccc(C(=O)OCC(N)=O)cc2)nc(N(C)C)n1
40 | -2 | Clc1ccc(-n2c(SCc3nc4ccccc4[nH]3)nnc2-c2ccncc2)cc1
28 | 19 | CCN(CC)C(=O)COc1ccc(-c2ccccc2)cc1
21 | -14 | COCc1cc(C)n(CC(=O)Nc2ccccc2OC)c(=O)c1C#N
14 | 37 | CCc1nc2ccccc2n1Cc1cc(=O)n2cc(C)ccc2n1
29 | 35 | Cc1nc2nc(COc3ccccc3)[nH]n2c(=O)c1Cl
21 | -4 | O=C(OC1CCCCC1)c1ccc(NC(=O)c2ccco2)cc1
22 | -4 | CN(C)CCNc1nc(-c2ccccc2)nnc1C(F)(F)F
9 | 52 | O=S(=O)(NCC1CCCO1)c1ccc(Br)s1 (centres undefined)
39 | 0 | CCC(=O)c1ccc(OCC(=O)O)cc1
33 | 22 | COC(=O)c1ccc(CSc2nnc(Nc3cccc(OC)c3)s2)o1
16 | 14 | COc1cc(NC(=O)C2CCCO2)c(OC)cc1NC(=O)c1ccccc1 (centres undefined)
18 | 2 | CC(C)(C)n1ncc2c(=O)n(CC(=O)NCc3ccco3)cnc21
5.6 | 65 | O=C(NCCN1CCOCC1)c1ccccc1Oc1ccccc1
15 | 25 | CN(C)c1nc(-c2ccccn2)nnc1-c1ccccc1
12 | 39 | O=C1COc2ccc(C(=O)NCc3ccco3)cc2N1
40 | -5 | C=CCn1c(COc2ccc(F)cc2)nnc1SCC(=O)N1CC(=O)Nc2ccccc21

7 structures already listed, sorted by molecular weight, lowest first:
mHtt clearance grain fraction | mHtt clearance | SMILES
52 | -42 | CC(C)(C)c1ccc(-c2cc(N)n[nH]2)cc1
19 | 8 | COc1ccc(NC(=O)Nc2ccccc2F)cc1
5.6 | 65 | O=C(NCCN1CCOCC1)c1ccccc1Oc1ccccc1
30 | 23 | CCOC(=O)c1cnc2ccc(OCC)cc2c1N1CCN(C)CC1
46 | -15 | CCC(C(=O)NCc1ccco1)n1nc(-c2ccc(OC)cc2)ccc1=O (centres undefined)
13 | 55 | Cc1ccc(C)c(S(=O)(=O)N2CCN(CC(=O)Nc3cc(C)on3)CC2)c1
40 | -2 | Clc1ccc(-n2c(SCc3nc4ccccc4[nH]3)nnc2-c2ccncc2)cc1

The list continues.
mHtt clearance grain fraction | mHtt clearance | SMILES
14 | 19 | CCCCOc1ccc(S(=O)(=O)NC(=O)NCc2ccc(OCCC)cc2)cc1
33 | 17 | Cc1cc(C(=O)COC(=O)CN(C)S(=O)(=O)c2ccc(Cl)cc2)c(C)n1CC1CCCO1 (centres undefined)
23 | -40 | CC(=O)N1CCC(N(C(=O)Nc2ccc(C)c(C)c2)C2CCCC2)CC1
42 | -12 | Cc1noc(C)c1S(=O)(=O)N1CCC(C(=O)N2CCN(c3ccccc3Cl)CC2)CC1
42 | -12 | O=C1/C(=C/c2ccc(F)c(F)c2)CSc2sccc21
16 | 24 | CNc1cc(CSC)nc(SCc2ccc(Cl)cc2Cl)n1
43 | -23 | CCN(CC)c1ccc(C(=O)OCC(=O)c2ccco2)cc1
20 | -12 | Nc1nnc(CCS(=O)(=O)c2cc(Cl)ccc2Cl)s1
20 | -21 | COc1cc2c(cc1OC)C(C)N(C(=O)c1cc3n(n1)C(C(F)(F)F)CC(c1ccco1)N3)CC2 (centres undefined)
36 | -6 | Cc1ccccc1N1C(=O)C2ON(c3ccccc3)C(c3ccncc3)C2C1=O (centres undefined)
14 | 27 | Cc1ccccc1NC(=O)C1CCN(c2cc(-c3ccccc3)nc3ncnn23)CC1
38 | -3 | CCOC(=O)c1sc2c(c1C)c(=O)c(C(=O)OCC)cn2CC
15 | 22 | CC1(C)CC(=O)C2=C(C1)OC(c1ccncc1)C(C#N)=C2N (centres undefined)
11 | 38 | COC(=O)c1ccc(CSc2nc(-c3ccc(OC)cc3)nc3c2c(=O)n(C)c(=O)n3C)o1
12 | 40 | O=C(CCN1C(=O)C2C3C=CC(C3)C2C1=O)NC1CCCc2ccccc21 (centres undefined)
33 | 19 | Cc1nc2c(-c3ccc(F)cc3)c(C)nn2c(C)c1CCC(=O)N1CCN(c2ccc(F)cc2)CC1
19 | 38 | COCCn1c(SCCN2CCCCC2)nc2ccccc2c1=O
37 | -9 | COC(=O)C1=C(C)N=C2SCCC(=O)N2C1/C=C/c1ccccc1 (centres undefined)
51 | -41 | Cc1oc(-c2ccccc2)nc1Cn1cccc1C1=NC(c2ccccc2)CO1 (centres undefined)
42 | -5 | COc1ccc2[nH]c3c(NCCN(C(C)C)C(C)C)ncnc3c2c1
30 | 12 | CCC(Sc1ccc2nnc(-c3ccc(F)cc3)n2n1)C(=O)O (centres undefined)
15 | 28 | CCOC(=O)c1oc2ccccc2c1NC(=O)c1ccc(S(=O)(=O)N2CCCC2)cc1
50 | -49 | CC(C)N(Cc1nc(-c2ccc(Cl)cc2)no1)C(=O)CCC1CCCC1
11 | 41 | Cc1ccc(NC(=O)N2CCCC2C(=O)NCc2cccs2)cc1 (centres undefined)
38 | -17 | O=C(Cn1c(=O)sc2ccccc21)NCc1ccccn1
30 | 20 | Cc1ccccc1-c1nc(CS(=O)CC(=O)NCCCN(C)c2ccccc2)c(C)o1 (centres undefined)
23 | -10 | O=C(NC(=S)Nc1ccccc1Cl)c1csnn1
19 | -10 | CC(C)CC(NC(=O)C(CC(C)C)NC(=O)OC(C)(C)C)C(N)=O (centres undefined)
21 | -6 | COc1ccccc1C(c1nnnn1C(C)(C)C)N1CCN(C(=O)c2ccco2)CC1 (centres undefined)
38 | -26 | O=C(CN1CCN(c2ccccc2)CC1)N1CCN(c2ccccc2)CC1
18 | 22 | CCOC(=O)c1c(-c2ccc(C)o2)csc1NC(=O)CSc1ncn[nH]1
36 | 6 | COCCN(C(=O)C(C)C)c1nnc(-c2cccc(C)c2)s1
21 | 5 | CCS(=O)(=O)c1ccc(O)c(N2C(=O)C3C4C=CC(C4)C3C2=O)c1 (centres undefined)
25 | 39 | Cc1[nH]n(-c2ccccc2)c(=O)c1S(=O)(=O)c1ccccc1
24 | -32 | O=C(COc1ccccc1)NC1CCN(Cc2ccccc2)CC1
18 | 14 | O=S1(=O)CCC(S(=O)(=O)N2CCCCCC2)C1 (centres undefined)
41 | -3 | Cc1ccc(-c2csc(N3N=C(c4ccccc4)/C(=C\c4ccc(N(C)C)cc4)C3=O)n2)cc1
33 | 9 | C=CCN1C(=O)/C(=C2/Sc3ccccc3N2CCCS(=O)(=O)O)SC1=S
68 | -68 | CSc1nc(NCc2ccco2)c2c3c(sc2n1)CN(C)CC3
35 | 18 | COC(=O)c1n[nH]c2ccccc12
4.3* | 78* | COCCCn1c(SCC(=O)Nc2nnc(C)s2)nnc1-c1ccoc1C
23 | -22 | COc1ccc(-c2c3c(nc4sc(C(=O)Nc5cc(C)on5)c(N)c24)CCC3)cc1
19 | 50 | COc1ccccc1Cn1nnc2c(=O)[nH]c(C3CCN(C(=O)c4ccccc4Cl)CC3)nc21
14 | 37 | Cc1ccc(NC(=O)C2(c3ccccc3)CC2(Cl)Cl)cc1C (centres undefined)
35 | -4 | Cc1cc(C)n2c(SCC(=O)Nc3ncc(C(F)(F)F)cc3Cl)nnc2n1
23 | -22 | CC(C)C(OC(=O)c1ccco1)C(=O)NCc1ccccc1 (centres undefined)
38 | -25 | Cc1ccc(NC(=S)NC2CCCC2)cc1
18 | 3 | Cc1ccc(NC(=O)CCSc2nnnn2-c2ccc3c(c2)OCO3)cc1C
21 | 1 | CCOC(=O)N1CCN(C(=O)CSCc2ccc(Cl)cc2)CC1
20 | -2 | Cc1cc(=O)n(CCO)c(O)c1C#N
55 | -25 | Cc1c(C(=O)N2CCN(c3ccccc3F)CC2)sc2nc(-c3ccccc3)cn12
14 | 21 | Nc1nnc(CCc2ccccc2)s1
58 | -46 | Cc1cccc(NC(=O)C2CC(=O)N(c3ccccc3)C2)c1C (centres undefined)
12 | 34 | COC(=O)c1cccc(NC(=O)c2cnoc2C)c1
23 | -21 | O=C1CC(N(Cc2ccc3c(c2)OCO3)C(=O)Nc2ccc(F)cc2)C(=O)N1c1ccccc1 (centres undefined)
46 | -14 | Cc1cc(C)n(-c2nc(Nc3ccccc3C)nc(-n3nc(C)cc3C)n2)n1
51 | -50 | CCOC(=O)c1oc2ccc(Br)cc2c1CSc1nnc(C)s1
14 | 62 | CCCC(=O)N1CCN(S(=O)(=O)c2cc(Cl)ccc2OC)CC1
22 | -21 | COCc1[nH]nc2c1C(C1C=CCCC1)C(C#N)=C(N)O2 (centres undefined)
47 | -33 | CCN(CC)c1nc(-c2cccc(OC)c2O)nc2ccccc12

Reprinted from the part before: seven entries, then new ones.
mHtt clearance grain fraction | mHtt clearance | SMILES
12 | 34 | COC(=O)c1cccc(NC(=O)c2cnoc2C)c1
23 | -21 | O=C1CC(N(Cc2ccc3c(c2)OCO3)C(=O)Nc2ccc(F)cc2)C(=O)N1c1ccccc1 (centres undefined)
46 | -14 | Cc1cc(C)n(-c2nc(Nc3ccccc3C)nc(-n3nc(C)cc3C)n2)n1
51 | -50 | CCOC(=O)c1oc2ccc(Br)cc2c1CSc1nnc(C)s1
14 | 62 | CCCC(=O)N1CCN(S(=O)(=O)c2cc(Cl)ccc2OC)CC1
22 | -21 | COCc1[nH]nc2c1C(C1C=CCCC1)C(C#N)=C(N)O2 (centres undefined)
47 | -33 | CCN(CC)c1nc(-c2cccc(OC)c2O)nc2ccccc12
29 | -57 | CC(C)Cn1cc(C(=O)N2CCOCC2)c2c3ccccc3n(C)c2c1=O
24 | -8 | CN1CCc2c(sc3c2c(=O)n(-c2ccccc2)c2nnc(SCc4ccc(Cl)cc4)n32)C1
25 | -28 | COc1ccc(N(CC(=O)N2CCc3ccccc3C2)S(C)(=O)=O)cc1
18 | -1 | COC(=O)c1ccccc1NC(=O)COC(=O)CSCC(=O)N1CCOCC1
23 | 44 | CC1CCc2nn(CC(=O)N3CCc4ccccc43)cc2C1 (centres undefined)
20 | -19 | O=C(NCc1nc(-c2ccccc2)no1)c1cccs1
20 | 3 | COc1ccc2[nH]c3c(c2c1)CN(C)CC3
22 | 7 | CCNc1nc(NCC)nc(Oc2ccc(N)cc2)n1
26 | -24 | CCn1c(=O)cc(SCC(=O)NCCN2CCN(Cc3ccccc3)CC2)c2ccccc21
26 | -26 | CCC1Sc2ccccc2N(CC(=O)NCCC(C)C)C1=O (centres undefined)
18 | 5 | O=C(O)c1cc(NCc2cccs2)ccc1N1CCOCC1
29 | 21 | NC(=O)CSc1nnc(Cc2csc(Nc3ccccc3)n2)n1Cc1ccccc1
47 | -24 | COc1ccc(C2=C(C#N)C(=O)OC2)cc1
35 | -95 | COC(=O)c1cc2oc(C)cc2n1CC(=O)N(C)c1ccccc1
18 | 5 | COc1ccc(C2CC(C(F)(F)F)n3ncc(C(=O)Nc4c(C)n(C)n(-c5ccccc5)c4=O)c3N2)cc1 (centres undefined)
177 | -240 | COc1ccc(Cc2nc(-c3ccc(Br)o3)no2)cc1OC
14 | 18 | O=C(COc1ccccc1)Nc1ncc2c(n1)CCCC2=O
22 | 1 | Cc1ccc(S(=O)(=O)N2CCN(C(=O)CN3C(=O)NC4(CCOc5ccccc54)C3=O)CC2)cc1 (centres undefined)
18 | 22 | COc1ccc(N=CC2=C(O)c3ccccc3C2=O)cc1
20 | 0 | CC(C)c1ccc(Oc2cccc(C(=O)/C(C#N)=C/N(C)C)c2)cc1
14 | 24 | Cc1cccc(NC(=S)NNC(=O)CCn2nc(C)c([N+](=O)[O-])c2C)c1
30 | -45 | CCOC(=O)c1c(C)oc2c(F)c(F)c(F)c(F)c2c1=O
27 | -14 | c1ccc(Sc2cnc3ccccc3n2)cc1
22 | -16 | CN1CCN(CCC(=O)Nc2ccc3c(c2)OCO3)CC1
26 | -48 | c1ccc(CC2CCN(C(c3cccs3)c3nnnn3C3CCCC3)CC2)cc1 (centres undefined)
33 | 13 | CCOC(=O)c1sc(N)c(C(=O)OCC)c1COC(=O)C1CC(=O)N(Cc2ccco2)C1 (centres undefined)
14 | 55 | CC(C)c1ccc(NC(=O)CCN2C(=O)c3ccc([N+](=O)[O-])cc3C2=O)cc1
41 | -12 | Cc1ccc(N2CC(C(=O)OCC(=O)C(C)(C)C)CC2=O)cc1C (centres undefined)
